# Autophagy HCS – modulators of autophagy | MEF GFP-LC3 puncta imaging; test concentration mostly 10 µM | calls only at 10 µM (by protocol) | 0.98% of 190,000 active;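 active = percentage of spot-positive cells more than 3 SD above its plate mean, without a fluorescence outlier flag or 80% toxicity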;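 also: spot-positive cell cutoff set from DMSO-treated cells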
# NOD1 NF-kB reporter – NOD1 signaling inhibitors, primary screen, cell-based, luminescence, uHTS (AID 1578) | NOD1-driven NF-kB luciferase reporter cells, luminescence; higher % means a stronger effect | inhibition, % at 4 µM; hits with a dose series show EC50 in µM | 1% of 290,000 active; in the data active = inhibition mostly above about 36%, no sharp cut-off; inactive = mostly below about 34%;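 also: HEK-293T reporter cells stimulated with the NOD1 agonist gamma-tri-DAP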
# Yfh1-off respiration – mitochondrial function rescue without frataxin homolog – Friedreich's ataxia, plus single-dose screen, dose response (AID 1465); S. cerevisiae Yfh1-off respiration, WST-1 reduction, 72 h; higher fold induction means a stronger effect; fold induction at 50 µM; hits with a dose series show EC50 in µM; 0.074% of 220,000 active;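 active = fold induction of absorbance versus untreated yeast above a set limit, then at least 30% activation at any dose in follow-up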;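 also: activators that raise dye reduction in frataxin-depleted yeast; strong numbers were not always called active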
# HEK293 NOD2/NF-kB – inhibition of NOD2-driven NF-kB reporter – cell-based, luminescence, uHTS, HEK293 (AID 1566) | HEK293 NOD2/NF-kB luciferase reporter, luminescence; higher % means a stronger effect | 0.63% of 290,000 active | one-dose inhibition, % at 4 µM; EC50 in µM for titrated hits; in the data active = inhibition above about 50%; also: many of its hits are not listed in these tables
# MT stabilizer – microtubule stabilizers in HeLa cells; HeLa tubulin immunostaining HCS, 24 h; share of cells brighter than vehicle mean+2SD; % tubulin-high responders, % at 10 µM; 0.83% of 200,000 active;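 active = plate Z-score above 3 for both tubulin-high and condensed-nucleus cell shares, with cell loss under 80%, at 10 µM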;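 also: anti alpha tubulin signal scored within the nucleus-defined area of each cell; some results filed as inactive read as strong as hits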
# b-catenin transl – alters nuclear translocation of beta-catenin in HeLa cells; AID 1665; nuclear translocation activity, % at 5 µM; 0.3% of 190,000 active; immunofluorescence imaging;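 active = nuclear translocation activity above 50% at 5 µM, with a well cell count of 50 or more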;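 also: per-cell ratio of nuclear to cytoplasmic median beta-catenin stain intensity; plate controls were DMSO negative control for no effect and GSK-3 inhibitor IX positive control for full effect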
#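 Assay system: human HeLa cells, native beta-catenin; doses: 5 µM primary, 0.02–20 µM confirmation; incubation: compound treatment 24 h, 37°C, 5% CO2; technique: fluorescence imaging of beta-catenin antibody stain plus DAPI; measure: % activation, nuclear-to-cytoplasmic median beta-catenin signal ratio per cell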
# Dynein transport – dynein cargo transport inhibition | 3617.4 mouse cells, GR-EGFP nuclear translocation imaging; test concentration mostly 20 µM; stimulated with dexamethasone, 1 µM; stronger effect = lower value | z-score, hits read low | 0.47% of 220,000 active;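 active = plate z-score of nuclear minus cytoplasmic receptor signal below a set negative limit, without overly bright fluorescence or cell loss, cut at about -3.5 in these data, passing the limit was not always enough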;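 also: z-score of nuclear minus cytoplasmic ring GR-EGFP intensity difference per well; some compounds called inactive have numbers as strong as hits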
#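 Buffer or medium: Induction medium lacking tetracycline, stripped serum | Also added: Dexamethasone agonist, 1.0 µM final, for 30 min | Timing: 48 h induction, 1 h compound, 30 min dex at 37 °C | Detection: Formaldehyde fixation, Hoechst nuclear stain, 10x automated fluorescence imaging | Measure: Nuclear versus cytoplasmic GR-EGFP signal, averaged per well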
# Ins promoter up – MIN6 insulin promoter up-regulation | MIN6 insulin promoter-GFP reporter, high-content imaging; stronger effect = higher value | z-score at 5 µM | 0.3% of 190,000 active | AID 1625;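 active = z-score above 3 at 5 µM with at least 500 cells counted in the well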
# M17LAP inhibition – P. falciparum M17LAP inhibitors, primary screen, biochemical, fluorogenic H-Leu-NHMec substrate, 1536-well (AID 1619) | recombinant M17LAP, H-Leu-NHMec fluorogenic kinetic assay; higher % means a stronger effect | one-dose inhibition, % at 30 µM; IC50 in µM for titrated hits | 0.38% of 220,000 active;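 active = compound inhibiting the enzyme by more than half at any dose during confirmatory dose-response retesting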;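 also: plate controls were full reaction with DMSO carrier for no effect and no enzyme background for full effect; strong numbers were not always called active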
# Dynein transport cytoplasmic EGFP – also measured in Dynein transport; calls as there; z-score; measured here: cytoplasmic GR-EGFP intensity; stronger effect = higher value
# Dynein transport nuclear GR-EGFP – also measured in Dynein transport; calls as there; z-score; measured here: nuclear GR-EGFP intensity;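 lower value marks the stronger effect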
# Dynein transport cell count – recorded beside Dynein transport, whose call it bears; z-score; measured here: cell count per field
# Ins promoter up cell count – further read-out of Ins promoter up, marked with its call; cell count; measured here: cytotoxicity, nuclei count;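 total cells summed across four imaged fields per well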
# b-catenin transl cell count 5 µM – recorded beside b-catenin transl, whose call it bears; cell count; measured here: cell count, cytotoxicity flag
# MT stabilizer Hoechst-high % – recorded beside MT stabilizer, whose call it bears; % Hoechst-high responders; measured here: nuclear condensation Hoechst responders;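 share of cells brighter than vehicle mean plus two SD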
# MT stabilizer cytotoxicity % – also measured in MT stabilizer; calls as there; toxicity, %; measured here: cytotoxicity by cell density;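 0% = mean cell density of plate MIN control wells and 100% = no cells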
# Autophagy HCS cell loss 18 h – also measured in Autophagy HCS; calls as there; toxicity, %; measured here: cell loss, nuclei count;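 cell loss after 18 h compound exposure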
# Active calls of the source: *; i = inactive; / = no result given.
SMILES,Autophagy HCS,Autophagy HCS cell loss 18 h,NOD1 NF-kB reporter,Yfh1-off respiration,HEK293 NOD2/NF-kB,MT stabilizer,MT stabilizer Hoechst-high %,MT stabilizer cytotoxicity %,b-catenin transl,b-catenin transl cell count 5 µM,Dynein transport,Dynein transport cytoplasmic EGFP,Dynein transport nuclear GR-EGFP,Dynein transport cell count,Ins promoter up,Ins promoter up cell count,M17LAP inhibition
NC(=O)NC(=O)CC1S/C(=N/N=C2\CSC(=O)N2)NC1=O (stereo not given),i,-5,-46%,i,-5%,1.0,1.2,1.9,-0.7,1073,-0.26,-0.32,0.048,1,-0.89,1537,-2%
CCN(CC)CCCNC(=O)C(C)n1c2ccccc2c2nc(=O)cc(C)n21 (stereo not given),/,/,12%,i,9%,/,/,/,0.2,1294,0.96,-0.26,0.96,-0.06,0.56,916,4%
Nc1nncn1C(=O)c1c(Cl)cccc1Cl,i,5,-10%,i,-3%,1.6,1.8,2.2,/,/,-0.6,-0.24,-0.77,-0.089,0.81,1235,9%
CCC(=O)Nc1ccc(NC(=O)CSc2nnc(-c3ccc(O)cc3)n2CC2CCCO2)cc1 (stereo not given),i,-6,-12%,i,20%,3.0,2.4,5.2,-0.4,1044,-0.33,-0.25,-0.2,1.2,/,/,12%
O=C(Cn1nnc(-c2cc(Cl)ccc2-n2cnnn2)n1)N1CCCc2ccccc21,i,16,-29%,i,12%,3.3,2.2,4.8,/,/,2.5,-0.15,1.4,-1.2,0.17,1370,-6%
O=[N+]([O-])c1cc(S(=O)(=O)N2CCCC2)ccc1N/N=C/c1ccccn1,i,-10,-21%,i,-7%,3.4,4.0,4.4,-1.2,980,-0.43,0.18,-0.58,1.3,-0.39,1349,-4%
O=C(CCCCCn1c(SCc2ccncc2)nc2ccccc2c1=O)NCc1ccco1,i,-3,12%,i,10%,1.9,1.3,1.1,-3.6,1247,-2.9,0.15,-1.2,-1.4,-0.74,1141,0%
O=C(NNC(=S)Nc1ccc(Cl)cc1Cl)C1CC1,i,6,-3%,i,3%,2.6,3.8,6.3,-2.1,1127,-0.5,-0.28,-0.51,0.54,-0.05,1264,2%
COc1cc(C(=O)NCCOc2cc(C)cc(C)c2)c(Br)c(OC)c1OC,i,3,-11%,i,-31%,44*,26*,34*,4.3,1306,-0.23,-0.19,0.41,-0.96,-0.13,1102,0%
Cc1ccc(S(=O)(=O)N2CCN(CC(=O)N/N=C\c3ccncc3)CC2)cc1,/,/,-10%,i,2%,/,/,/,0.1,1294,-0.5,-0.26,0.39,-0.13,-0.25,1057,-1%
Cn1c(O)c(N=NC(=O)c2cc(-c3cccs3)nc3ccccc23)c2ccccc21,i,4,17%,i,9%,1.7,2.3,2.4,-5.2,553,0.41,-0.25,0.27,0.11,-0.41,1201,-3%
COc1ccc(/C=C/C(=O)OCC(=O)Nc2ccc(S(N)(=O)=O)cc2)cc1OC,i,2,-19%,i,4%,1.6,1.3,1.9,-0.5,1007,-0.71,-0.11,0.074,0.21,-0.59,1641,6%
Cc1cc(C)cc(N(C(=O)c2cccs2)C2C=CS(=O)(=O)C2)c1 (stereo not given),i,9,-10%,i,6%,2.4,3.2,7.9,0.0,1062,-0.37,-0.25,-0.23,0.62,-0.53,1218,1%
CC(c1nc2ccccc2c(=O)[nH]1)N(C)c1ccc2ccccc2c1 (stereo not given),i,-8,-16%,i,-1%,2.4,1.4,7.4,-4.3,568,-0.87,0.15,-0.49,0.16,-0.11,1330,0%
CN(c1cccc(Cl)c1)S(=O)(=O)c1cccc(C(=O)NC2=NCCS2)c1,i,-3,5%,i,0%,3.9,2.4,6.1,-0.2,1276,1,-0.23,0.52,-0.23,3.5*,1547*,-5%
CC1CCC(C(C)C)C(OC(=O)CSc2nnc(N)s2)C1 (stereo not given),i,1,-5%,i,8%,2.3,1.7,5.9,-1.7,1368,-0.29,-0.17,-0.83,-0.18,-0.62,1520,7%
O=C1CCC(c2ccccc2)=NN1Cc1c(F)cccc1Cl,i,7,-21%,i,20%,2.7,1.4,10.0,-2.0,1032,0.21,0.17,0.16,-0.057,-0.79,1546,-1%
COC(=O)c1ccc(S(=O)(=O)NCc2ccco2)o1,/,/,-7%,i,8%,/,/,/,-4.7,1240,0.1,-0.26,-0.04,0.27,/,/,-1%
CCN(CC)CCNC(=O)c1ccc(CS(=O)(=O)c2ccc(Br)cc2)o1,/,/,4%,i,5%,8.9,1.2,5.2,-2.5,1106,2.3,-0.17,1.6,-0.76,-0.8,1049,19%
Cc1ccc(OCC(=O)Nc2ccc(N3CCN(S(C)(=O)=O)CC3)cc2)cc1,i,-3,-21%,i,-2%,/,/,/,0.8,1025,-1,-0.28,-0.22,0.93,-0.19,1424,-5%
COc1ccc(Cl)cc1C(=O)NNC(=O)c1cccc(S(=O)(=O)N(C)C)c1,i,-1,-23%,i,3%,4.7,3.2,11,-1.8,1074,0.58,-0.26,0.086,-0.47,-0.2,1483,14%
O=c1c2[nH]c3ccccc3c2ncn1Cc1cccnc1,i,-6,1%,i,4%,2.0,2.0,5.9,2.6,612,0.84,-0.19,0.41,-0.48,0.16,1082,1%
Cc1ccc(S(=O)(=O)/C(C#N)=C/c2c(N3CCOCC3)nc3ccccn3c2=O)cc1,i,-3,/,/,2%,3.5,1.6,2.5,0.8,1359,-1.2,-0.22,-1.1,1,0.69,1330,-5%
COC(=O)CCC(=O)COc1ccccc1C#N,i,1,-53%,i,1%,1.4,1.4,4.7,-2.9,936,-0.67,-0.11,-0.44,0.093,0.9,1395,1%
O=C(N/N=C/c1ccccn1)C(O)c1ccccc1 (stereo not given),/,/,3%,i,21%,/,/,/,-1.1,1293,-0.32,-0.28,0.45,0.31,-0.59,1070,-3%
Cc1onc(-c2ccccc2Cl)c1C(=O)Nc1ccc(OCC(=O)N2CCOCC2)cc1,i,1,-19%,i,6%,3.9,3.3,7.5,4.9,987,-0.93,-0.08,-0.48,1.7,0.16,1048,6%
CCOCCCNC(=O)c1c[nH]c2ccc(S(=O)(=O)Nc3cccc(OC)c3)cc2c1=O,i,-2,-9%,i,16%,2.9,2.3,7.0,/,/,-0.86,-0.23,-0.21,1,1.2,1031,-1%
CC(C)c1ccc(NCCC(=O)c2ccc(Br)cc2)cc1,i,2,-10%,i,2%,5.2,2.9,4.8,-2.4,1165,1.2,-0.25,0.26,-0.56,-0.24,1520,-13%
Cn1c2ccccc2n2c(=O)c(=O)n(CC(=O)N3CCCc4ccccc43)nc12,i,-1,-23%,i,9%,2.1,1.7,1.9,0.4,1555,-1.2,-0.24,-0.65,0.93,-0.23,1053,4%
COc1ccc(-n2nc(C(=O)NCC(=O)NCC3CCCO3)c3ccccc3c2=O)cc1 (stereo not given),i,1,4%,i,0%,2.8,2.0,1.3,/,/,0.63,0.1,1.2,-2.4,0.48,1369,6%
Cc1ccccc1-c1nc(CS(=O)(=O)CC(=O)NCCCN2CCCC2=O)c(C)o1,i,-20,-17%,i,6%,2.4,1.7,5.5,-0.2,1124,-1.4,-0.19,-0.54,0.76,/,/,6%
Cc1ccc(C)c(Cn2c(O)c(N=NC(=S)Nc3ccccc3F)c3ccccc32)c1,i,6,-1%,i,8%,2.8,2.7,1.8,0.1,1102,0.67,-0.27,0.71,-0.47,-1.4,1039,-2%
CCOC(=O)N1CCC(Nc2c(OCC)c(=O)c2=O)CC1,i,4,5%,i,15%,2.7,3.1,9.3,/,/,-0.71,-0.21,-0.25,0.49,0.11,866,2%
C/C(Cl)=C/CN1C(=O)C2C3C=CC(C3)C2C1=O (stereo not given),i,-17,-18%,i,2%,4.1,2.5,7.1,-1.2,1062,0.22,-0.21,0.49,-0.67,-0.15,1242,1%
O=C(NCc1ccccn1)C(=O)NN=C1CCCCCCC1,i,-8,-6%,i,-2%,3.9,3.2,2.4,-0.7,1089,0.19,-0.34,-0.29,-0.059,0.72,1175,11%
O=S(=O)(c1ccccc1F)N1CCN(C(=S)NCc2ccccc2)CC1,i,7,-14%,i,15%,4.3,2.0,7.9,1.6,1041,-0.34,-0.34,-0.7,0.03,0.27,1622,1%
O=C1C(Cc2c[nH]c3ccccc23)NC(=S)N1C1CCCCC1 (stereo not given),i,-13,-6%,i,7%,3.0,2.8,10.0,1.6,1079,0.95,-0.17,0.67,-1.2,-0.11,1312,6%
Cc1ccccc1-c1nn(-c2ccc(F)cc2F)cc1CNCC(C)O (stereo not given),i,19,-32%,i,4%,2.0,2.4,3.9,-0.8,968,-0.72,-0.18,-0.5,-0.32,/,/,-10%

# Record cards, as listed above:
# Cc1ccc(C)c(Cn2c(O)c(N=NC(=S)Nc3ccccc3F)c3ccccc32)c1 in the list: Autophagy HCS = i; Autophagy HCS cell loss 18 h = 6; NOD1 NF-kB reporter = -1%; Yfh1-off respiration = i; HEK293 NOD2/NF-kB = 8%; MT stabilizer = 2.8; MT stabilizer Hoechst-high % = 2.7; MT stabilizer cytotoxicity % = 1.8; b-catenin transl = 0.1; b-catenin transl cell count 5 µM = 1102; Dynein transport = 0.67; Dynein transport cytoplasmic EGFP = -0.27; Dynein transport nuclear GR-EGFP = 0.71; Dynein transport cell count = -0.47; Ins promoter up = -1.4; Ins promoter up cell count = 1039; M17LAP inhibition = -2%
# O=S(=O)(c1ccccc1F)N1CCN(C(=S)NCc2ccccc2)CC1 in the list: Autophagy HCS = i; Autophagy HCS cell loss 18 h = 7; NOD1 NF-kB reporter = -14%; Yfh1-off respiration = i; HEK293 NOD2/NF-kB = 15%; MT stabilizer = 4.3; MT stabilizer Hoechst-high % = 2.0; MT stabilizer cytotoxicity % = 7.9; b-catenin transl = 1.6; b-catenin transl cell count 5 µM = 1041; Dynein transport = -0.34; Dynein transport cytoplasmic EGFP = -0.34; Dynein transport nuclear GR-EGFP = -0.7; Dynein transport cell count = 0.03; Ins promoter up = 0.27; Ins promoter up cell count = 1622; M17LAP inhibition = 1%

# Compound activity: PubChem BioAssay, several laboratories

# Not all compounds are listed; the hit share may differ from the screen's.
